Screening data deposited in PubChem BioAssay by several laboratories.
PrPC TRFRET – inhibitors of human cell surface prion protein PrPC; P04156; inhibition, % at 13.8 µM; hit rate 0.43% among 370,000; TR-FRET read-out; AID 720596; in the data active means inhibition above about 24%; further: 0% = median of the test wells and 100% = reference compound wells
PfHsp40 yeast – restores yeast growth despite PfHsp40 toxicity; S. cerevisiae expressing PfHsp40, growth rescue, ATP luminescence; growth rescue, % at 12.5 µM; hit rate 0.68% among 340,000; AID 504582; in the data active means growth rescue above about 28%, passing the limit was not always enough; inconclusive means no clear call, values can overlap the other calls;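 further: yeast W303a lacking pdr1 and pdr3 grown in galactose medium; growth measured after three days at 30 °C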
Anthrax LF inh2 – blocks Bacillus anthracis lethal factor protease; P15917; multiplex microsphere protease cleavage assay, LF; inhibition, % at 10 µM; hit rate 0.12% among 360,000; AID 588501; further: plate controls were buffer without enzyme for full effect and enzyme alone for no effect
BoNT A protease – blocks Botulinum neurotoxin A light chain protease. multiplex microsphere protease substrate cleavage, flow cytometry. inhibition, % at 10 µM. hit rate 0.17% among 360,000; further: plate controls were buffer without enzyme for full effect and enzyme alone for no effect
FadD28 binding – inhibitors of Mycobacterium tuberculosis FadD28 bisubstrate binding; AID 588549; inhibition, % at 12.5 µM; FadD28 bisubstrate probe binding, fluorescence polarization; hit rate 0.22% among 360,000; in the data active means inhibition above about 8.5%, passing the limit was not always enough; inconclusive means no clear call, values can overlap the other calls
BoNT-F LC inh – BoNT F light chain protease inhibition; hit rate 0.22% among 360,000; AID 588497; Multiplex microsphere protease cleavage assay, flow cytometry; inhibition, % at 10 µM; in the data active means inhibition above about 35%, passing the limit was not always enough; inconclusive means no clear call, values can overlap the other calls; further: plate controls were buffer without enzyme for full effect and enzyme alone for no effect
TcdB GH inh – TcdB glycohydrolase inhibition. hit rate 0.24% among 350,000. inhibition, % at 9.99 µM. TcdB glycohydrolase enzymatic assay, plate reader; in the data active means inhibition above about 10%
CCHF vOTU inh – CCHFV vOTU protease inhibition; Pep-AMC fluorescence; inhibition, % at 11.5 µM; hit rate 0.55% among 370,000; in the data active means inhibition above about 30%; further: 0% = vehicle wells with enzyme and 100% = no enzyme wells
Yp Topo-I inh – Y. pestis Topo-I inhibition via cleavage products | Y. pestis Topo-I cleavage product accumulation, plate reader | activity, % at 10 µM | hit rate 0.064% among 360,000 | AID 504884; in the data active means activity above about 50%, passing the limit was not always enough; inconclusive means no clear call, values can overlap the other calls; further: inactives centre near 2
An asterisk follows results filed as active; ? = inconclusive; nt = not tested or not shown. Unless noted, no stated cut-off is given here; in the data, active means inhibition above about 30%; inconclusive means no clear call, values can overlap the other calls; inactive means below that.

SMILES	PrPC TRFRET	PfHsp40 yeast	Anthrax LF inh2	BoNT A protease	FadD28 binding	BoNT-F LC inh	TcdB GH inh	CCHF vOTU inh	Yp Topo-I inh
Nc1nc2ccccc2[nH]1	14.9	-0.2	5.4	-2.2	nt	-3.5	1.0	16.5	5.7
Cc1cc(C)cc(OCC(=O)N/N=C/c2ccc([N+](=O)[O-])o2)c1	-4.7	-0.1	-0.6	-0.1	-0.9	-2.7	-0.9	11.5	-3.1
Cc1ccc(C(C)C)cc1NC(=O)Nc1ccc([N+](=O)[O-])cc1	5.8	150.7*	0.0	-6.4	-0.7	4.5	-1.2	-5.5	-24.1
CC1=CC(=O)C=CC1(C)C(Cl)Cl (stereo not given)	0.8	-0.3	-1.4	0.1	-2.6	-3.5	nt	1.6	-2.6
Cc1ccc(COC(=O)CCc2nc3ccccc3c(=O)[nH]2)cc1	-4.5	0.1	0.3	0.3	-2.4	-0.8	nt	-8.1	4.9
c1ccc(-c2cc3c(N4CCCCC4)ncnc3s2)cc1	5.2	1.3	4.5	-0.2	-0.8	2.2	0.6	0.9	2.6
Cc1cc(C)cc(OCC(=O)N/N=C/c2ccccn2)c1	19.1	-0.8	-0.1	0.4	-2.9	-3.1	-0.7	12.1	11.2
CCCCCCCC[n+]1cccc(C(=O)N(CC)CC)c1	1.2	-0.9	1.9	0.4	-4.5	1.0	0.0	-1.9	-2.2
CCOc1cc(S(=O)(=O)NC2CC(C)(C)NC(C)(C)C2)ccc1Cl	9.1	123.4*	-1.3	1.0	nt	-2.2	1.0	-14.9	-9.4
C[C@H](NC(=O)c1nc[nH]c1C(=O)NCCCCCN)C(=O)OCc1ccccc1	-4.3	2.9	2.5	-0.4	-3.5	-0.3	1.1	-9.5	2.3
Cc1ccc(-c2cc(C(=O)Nc3c(C)n(C)n(-c4ccccc4)c3=O)[nH]n2)c(O)c1C	6.3	0.1	13.1	0.4	0.2	-8.2	1.1	-5.4	5.6
O=C1c2ccccc2C(Nc2ccc(S(=O)(=O)N3CCOCC3)cc2)N1c1ccccn1 (stereo not given)	6.4	-0.5	-11.3	5.6	-1.1	-21.4	-0.2	-6.5	4.0
COc1ccc(NC(=O)Nc2ccc(Br)cn2)cc1	4.3	1.2	1.6	0.2	-0.7	-7.5	-0.1	3.7	-9.1
COc1ccc(CCNC(=O)C2CCN(S(=O)(=O)c3cnc[nH]3)CC2)cc1OC	-5.5	-0.8	-2.3	-1.0	-0.1	-8.0	nt	7.1	-4.4
COCCN(CCOC)Cc1c(C)[nH]c2ccccc2c1=O	1.2	-0.7	-0.8	-0.2	-1.3	5.2	nt	-14.5	-0.9
O=C(N/N=C/c1cc([N+](=O)[O-])ccc1O)c1cccc(NC(=O)c2cccc(Cl)c2)c1	-5.8	-0.9	-2.4	0.6	-0.1	3.0	0.4	-3.4	4.0
CCCNC(=S)NC1CCCC1	2.3	-0.8	-1.6	0.8	-1.9	4.1	nt	-12.4	-5.1
COc1ccccc1CNC(=O)CC(C)c1ccccc1 (stereo not given)	-5.6	-0.1	-0.9	-5.8	-3.3	?	1.3	-11.8	3.2
Cc1ccc(NS(=O)(=O)c2ccc(NC(=O)C(C)Sc3ccc(Cl)cc3)cc2)c(C)c1 (stereo not given)	0.0	93.3*	0.3	0.4	-1.8	-4.6	0.8	7.2	4.1
NS(=O)(=O)c1ccc(S(=O)(=O)N2CCN(C3CCCC3)CC2)cc1	-0.3	-0.3	-10.0	1.2	nt	-16.9	-0.1	-5.4	6.7
O=C(NCc1ccc2c(c1)OCO2)C1CC(=O)N(C2CCCC2)C1 (stereo not given)	3.0	-0.5	0.3	0.4	-1.6	-3.2	nt	-11.7	3.0
CSc1ccccc1NC(=O)CN(C)S(=O)(=O)c1ccc(F)cc1	-1.0	3.2	-5.9	-2.2	-0.6	-8.6	nt	1.8	-1.8
OC(COCc1cccs1)CN1CCN(c2ccccn2)CC1 (stereo not given)	2.1	-1.4	-4.8	-0.2	-0.7	-6.4	nt	16.0	7.7
O=C(COC(=O)COc1ccccc1)Nc1ccc(Br)cc1Br	-1.2	0.1	0.7	-0.1	-0.5	-3.1	0.8	4.7	-2.3
N#Cc1c(N2CCCCC2)nc(N)c2c(N)nc3c(c12)CC(CCl)O3 (stereo not given)	17.3	-1.0	0.7	0.1	-0.3	4.8	0.4	-29.5	13.7
Other results follow:
SMILES	PrPC TRFRET	PfHsp40 yeast	Anthrax LF inh2	BoNT A protease	FadD28 binding	BoNT-F LC inh	TcdB GH inh	CCHF vOTU inh	Yp Topo-I inh
CCCOc1cccc(C(=O)NC(=S)Nc2cccc(NC(=O)c3ccccc3Cl)c2)c1	3.5	-0.5	-1.1	-0.5	-1.9	-2.0	-0.7	-7.8	-7.0
CSc1ccc(CN2CCN(C(=O)c3ccc([N+](=O)[O-])cc3)CC2)cc1	-23.2	2.5	3.1	-0.9	-1.9	-1.3	1.5	-9.3	20.4
CCc1ccccc1NC(=O)CNC(=O)c1cc(C2CC2)nn1-c1ccccc1	-0.8	1.3	5.0	0.5	-4.5	8.4	-0.5	39.4*	3.8
Cn1c(SCCOc2ccc(Cl)cc2)nnc1-c1ccncc1	11.4	-1.6	4.3	-0.1	-2.5	-0.8	nt	17.6	-0.8
COc1ccc(Sc2cnn(-c3ccccc3)c(=O)c2Cl)cc1	6.7	5.9	-4.2	0.2	-3.9	-5.7	nt	26.2	25.3
NC(=O)c1cc2ccccc2o/c1=N\NC(=O)c1ccc(F)cc1	-19.0	-0.8	-4.3	-0.1	-0.6	7.2	0.2	-0.4	-9.0
CCCC(=O)NC(=S)Nc1cccc(-c2nc3ncccc3o2)c1	4.0	-0.3	-4.9	-0.3	-2.5	10.0	0.4	1.1	4.2
CCOC(=O)CNC(=O)c1ccccc1Br	6.5	-0.2	1.0	-0.2	-3.9	-0.4	nt	-3.5	-1.0
C=CCNS(=O)(=O)c1ccc(C(=O)OCc2cc(=O)oc3cc(OC)ccc23)cc1	-7.7	0.5	-2.6	-3.2	nt	-7.7	0.6	4.8	20.1
CC(C)(C)C(=O)Nc1nc2c(c(=O)[nH]1)CCCC2	-7.4	0.4	3.2	-0.8	-1.4	-7.7	0.4	-14.0	2.0
CC(Cc1cccs1)NC(=O)Nc1ccc(Cl)cc1 (stereo not given)	10.5	0.5	0.7	2.4	-1.7	7.6	0.7	-14.5	18.0
O=C(Nc1ccc(OC(=O)N2CCCCC2)cc1)N1CCOCC1	3.9	1.6	-2.5	0.0	-2.8	-4.1	-0.3	-14.6	1.7
O=C(NCCN1CCOCC1)c1ccc(NC(=O)C2COc3ccccc3O2)cc1 (stereo not given)	-3.7	-0.3	0.3	-0.4	-5.0	5.5	1.1	-6.9	4.2
COc1ccc(OC)c(NC(=O)c2cccc(N3C(=O)C4C5CCC(C5)C4C3=O)c2)c1 (stereo not given)	10.5	-1.1	2.7	1.9	nt	10.8	1.1	10.8	4.0
NC(N)=NCC(O)CN(c1ccccc1)c1ccccc1 (stereo not given)	1.9	nt	nt	nt	-2.6	nt	1.3	1.9	-3.0
CCc1nn(CCCC(=O)NCc2ccc(OC(C)C)cc2)c(=O)c2cc3occc3n12	-3.2	-2.6	-4.7	0.3	-1.0	-5.3	-2.5	13.4	5.4
O=C(COC(=O)CCC1CCCC1)Nc1ccccc1Br	0.9	-0.3	-4.4	1.5	-0.5	-8.9	-0.1	3.9	24.2
Cc1ccc(C(c2nnnn2C2CCCCC2)N2CCc3ccccc32)cc1 (stereo not given)	5.9	5.4	-0.2	-0.6	-3.6	-6.8	nt	10.4	25.0
OC(CNCC1COc2ccccc2O1)COc1ccccc1F (stereo not given)	0.5	-0.4	-13.9	-3.8	nt	-14.7	0.8	10.7	10.2
CCC(C)NC(=O)c1ccccc1NC(=O)CN(c1cc(C)ccc1OC)S(C)(=O)=O (stereo not given)	-5.4	2.8	0.1	-1.8	-1.6	-2.5	nt	-3.2	10.6
CC(C)CN(C(=O)c1ccc2c(c1)OCO2)C1CCS(=O)(=O)C1 (stereo not given)	-2.0	1.1	2.6	-2.5	-2.3	-6.4	3.3	-6.0	3.6
NC(=O)CNC(=O)[C@@H]1CC2(CC(c3ccccc3)=NO2)CN1C(=O)c1ccc(Br)cc1 (stereo not given in full)	0.4	-0.8	-1.1	-0.5	-0.5	-2.9	2.1	-4.4	14.1
CC(C)=Cc1c(O)nc2ccccn2c1=O	-0.2	0.2	-3.3	-0.5	-3.0	-5.6	1.4	-10.5	-13.1
CCc1nnc(NCn2nc(C)cc2C)s1	8.7	-1.2	-2.3	0.2	-0.4	-2.0	nt	-11.6	4.6
OC(CNCc1ccccn1)c1ccccc1 (stereo not given)	-3.9	2.2	-0.1	0.4	-2.5	4.7	-0.8	-13.0	3.1
Remaining list, next part.
SMILES	PrPC TRFRET	PfHsp40 yeast	Anthrax LF inh2	BoNT A protease	FadD28 binding	BoNT-F LC inh	TcdB GH inh	CCHF vOTU inh	Yp Topo-I inh
Cc1ccc(N(C(=O)c2ccccn2)C2(C(=O)NC3CCCC3)CCCCC2)cc1	-5.4	0.3	1.8	0.1	-0.4	22.3	nt	-14.7	17.8
COc1cccc(CN(C)CC(=O)NCc2ccccc2Cl)c1OC	-4.0	0.3	1.5	0.5	-0.1	0.5	0.2	8.0	1.6
O=C(NCc1ccccn1)C1COc2ccccc2O1 (stereo not given)	-7.0	-0.3	-2.1	0.7	-2.5	-1.9	nt	2.5	-1.8
C[C@H](O)[C@@H]1C(=O)N2CCc3c([nH]c4ccccc34)[C@@H]2C[C@@H]1N(C)C(=O)Nc1ccc(F)cc1	-12.7	nt	-3.0	0.1	-1.0	-2.5	0.2	-71.5	-7.4
Cc1ccc(C2=Nc3ccccc3N=C(C(Cl)Cl)C2)cc1	-7.2	-2.5	-2.3	0.7	-1.6	-14.9	3.2	1.0	4.9
NC(=O)/C(=C/c1ccco1)NC(=O)c1ccc(Br)o1	-5.5	-0.7	-1.3	0.6	-2.3	-25.1	-1.8	8.4	6.9
NC(Cc1ccc(F)cc1)c1csc(Nc2cc(Oc3ccccc3)ncn2)n1 (stereo not given)	9.4	nt	-9.9	-0.5	-3.5	-21.0	0.9	3.3	4.9
